hcGAS inh: blocks human cGAS activity. inhibition, % at 12.5 µM. AID 1259398. Q8N884. 0.081% of 290,000 active. recombinant h-cGAS, ATP depletion, Kinase-Glo luminescence;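 note: 0% = vehicle reaction and 100% = reaction without DNA for no activity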
Target sequence (Q8N884 whole entry, looked up): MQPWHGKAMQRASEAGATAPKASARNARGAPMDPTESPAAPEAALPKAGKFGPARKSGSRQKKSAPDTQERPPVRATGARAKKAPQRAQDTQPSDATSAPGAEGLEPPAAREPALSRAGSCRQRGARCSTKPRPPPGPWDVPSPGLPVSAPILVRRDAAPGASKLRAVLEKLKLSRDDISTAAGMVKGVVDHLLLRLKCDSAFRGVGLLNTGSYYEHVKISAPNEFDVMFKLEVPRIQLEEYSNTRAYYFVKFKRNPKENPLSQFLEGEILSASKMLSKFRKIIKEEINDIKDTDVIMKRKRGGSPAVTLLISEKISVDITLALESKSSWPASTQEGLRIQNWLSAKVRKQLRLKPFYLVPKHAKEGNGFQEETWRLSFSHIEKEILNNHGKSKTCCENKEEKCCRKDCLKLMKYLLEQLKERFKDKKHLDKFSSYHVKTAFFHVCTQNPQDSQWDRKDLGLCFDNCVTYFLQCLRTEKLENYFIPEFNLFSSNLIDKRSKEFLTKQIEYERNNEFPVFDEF
NPYLR7 agonist: mosquito NPYLR7 agonism. HEK293T NPYLR7/Galpha15, GCaMP6s calcium fluorescence. activation, % at 10 µM. 0.15% of 270,000 active. AID 1259423; in the data active = activation above about 40%;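 note: 0% = vehicle and 100% = reference agonist at the receptor; some compounds past the cut are filed as inactive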
mcGAS lum: mouse cGAS inhibition by luminescence. recombinant cGAS, Kinase-Glo ATP depletion luminescence. inhibition, % at 12.5 µM. 0.15% of 160,000 active. AID 1259399;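 note: 0% = negative control wells and 100% = reference inhibitor with no enzyme activity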
Active calls of the source: *; / = not tested or not shown; & = joins results of further samples. Cut-off read from the data, not from the text of the source, unless noted: active = inhibition above about 40%; inactive = the rest.

Each structure is followed by: hcGAS inh, NPYLR7 agonist, mcGAS lum
BrC=C(c1ccccc1)c1ccccc1
 : 4, 7, /
Nc1c(S(=O)(=O)c2ccccc2)c2nc3ccccc3nc2n1CCCO
 : -3, 8, /
Cc1cc(C2CCCN2C(=O)c2cc(-c3ccccc3)n[nH]2)on1 (stereo unspecified)
 : -14&-4, 12&-3, -15
Cc1cc2ccccc2n1CCNC(=O)c1ccccc1
 : -10, 1, /
CCCCn1c(CN2CC(C)CC(C)C2)nc2c1c(=O)n(C)c(=O)n2C (stereo unspecified)
 : -4, 9, -9
CCc1cccc2c(C(CC(=O)NCc3ccccc3)c3ccccc3)cn(CC)c12 (stereo unspecified)
 : -2, -9, -2
N#CC(C(=O)Nc1ccccn1)C(=O)C1CC1c1ccccc1C(F)(F)F (stereo unspecified)
 : -5, 3, /
Cc1cc(C)n(-c2c(-c3ccccc3)c(=O)n3c4c(cccc24)CCC3)n1
 : 0, 3, /
CC(=NNc1nncc2ccccc12)c1ccc[nH]1
 : -5, 3, /
c1coc(-c2nnc(SCc3nc(-c4cccs4)no3)o2)c1
 : 0, 2, /
Cc1ccc(F)c(S(=O)(=O)NC(=O)C2(C)CCN2C(=O)COc2ccc(Cl)cc2)c1 (stereo unspecified)
 : 1, 5, /
CC1CCCC(NC(=O)COC(=O)COc2ccc(Cl)cc2)C1C (stereo unspecified)
 : -8, -1, /
COc1ccc(-c2cnc3ncnn3c2N2CCCN(C(=O)NCCc3ccccc3)CC2)cc1
 : -1, 12, -6
CCC(c1nc2ccccc2c(=O)n1-c1ccc(C)cc1C)N(C)C(=O)Nc1ccc(Br)cc1 (stereo unspecified)
 : -3, 33, -4
CC[C@@H](CO)NCCN[C@@H](CC)CO
 : -3&1, 12&0, /
CCCCn1c(N2CCN(Cc3ccc(Cl)c(Cl)c3)CC2)nc2c1c(=O)[nH]c(=O)n2C
 : -4, -7, /
Cc1[nH]c2ccccc2c1N=Nc1ccccc1F
 : -3, 0, -5
CCS(=O)(=O)c1cccc(C(=O)N(Cc2ccccn2)c2nc3c(OC)ccc(OC)c3s2)c1
 : -4, 0, -9
CCCCc1nc(N2CCN(C(=O)C3C[C@H]3c3ccccc3)CC2)c2c3c(sc2n1)CC(C)CC3 (stereo partly specified)
 : -6, -11, -4
Cc1ccccc1CN(CCN(C)C)C(=O)c1ccc2nccn2c1
 : -1, -14, /
Cc1cccc(N2C(=NC(=O)CCC(=O)O)SC3CS(=O)(=O)CC32)c1C (stereo unspecified)
 : -1, -8, -6
Cn1ncc(NC(=O)CC2CCCCC2)c(N2CCOCC2)c1=O
 : 10, /, -1
N#Cc1cn(CC2CC2)c2ccc(Cl)cc2c1=O
 : -4, 3, /
Cc1cc(C)n(C(C)C(=O)NC2CCCN(c3ccccc3)C2=O)n1 (stereo unspecified)
 : -5&-2, -3, /
Cc1ccc(NC(=O)CC2CSc3nc(C(C)C)cc(=O)n32)cc1 (stereo unspecified)
 : -5, -2, /
CC1=CC(C)(C)Nc2cc(CN(C)C)c(O)cc21
 : -13, 2, /
CC1CN(c2cc(Cl)nc(SCC(=O)N3CCC4(CC3)OCCO4)n2)CCN1C(=O)c1cccc(F)c1 (stereo unspecified)
 : -3, -3, -6
CCOC(=NCC1CCCO1)NC(=O)c1ccc2c(c1)OCO2 (stereo unspecified)
 : -4, -6, -4
Cn1nc(N2CCN(S(=O)(=O)c3ccc4c(c3)CCCC4)CC2)c(=O)n(C)c1=O
 : -3, 1, /
O=C(CCCc1ccccc1)N1CCC(n2cnc3ccccc32)CC1
 : -3, /, -4
CC1CCCCC1NC(=O)CN1CCN(S(=O)(=O)c2cc(F)ccc2F)CC1 (stereo unspecified)
 : -6, 2, -10
c1cncc(-c2nccn2Cc2ccc3nsnc3c2)c1
 : -2, 28, -18
Cc1cc(C)n(C)c(=O)c1C(=O)Nc1cccc(C(=O)NC(C)(C)C)c1C
 : -5, 17, -10
Fc1cc(Br)ccc1CSc1nnc(-c2ccccc2)o1
 : -7, 2, /
O=C(N1CCC(c2nc(-c3ccc(F)c(F)c3)no2)CC1)C1(c2ccc(Cl)cc2)CCCC1
 : -3, 5, 2
CCn1nc(C(=O)N2CCCCC2)cc1-c1ccc(C(C)(C)C)cc1
 : -3, /, -5
CCOC(=O)CN(C)Cc1nc(CC)cc(=O)[nH]1
 : -10, 0, /
CCc1n[nH]c2c1CN(c1nc(-c3cccnc3)nc3c1cnn3C)CC2
 : -9, -2, -18
COC(=O)[C@@H]1C[C@H](NC(=O)Cn2c(=O)cc(C)c3ccccc32)CN1C
 : -5, 2, -22
COc1cccc(CN(CC(O)COCc2ccccc2)CC2CC(c3ccc(F)cc3)=NO2)c1 (stereo unspecified)
 : -2, /, -7
COc1ccccc1-n1cc(C(=O)N(C)Cc2nncn2C(C)C)cn1
 : -3, -1, -19
COc1nc2c(cc1C(=O)N1CCc3c(nc(N(C)C)[nH]c3=O)C1)CCC2
 : -2, 9, -17
O=C(Cc1cccc(Br)c1)OC1CCOC1 (stereo unspecified)
 : -8, 1, /
COCc1nc(NCCN2CCNC2=O)c2cnn(C)c2n1
 : -4, 21, /
Cc1c(Br)c([N+](=O)[O-])nn1CC(=O)NCCCN1CCOCC1
 : -2, -6, -5
Cc1ccc(-n2nnnc2CNS(=O)(=O)c2ccc(C)cc2)cc1
 : -2, -1, -6
Cc1ccn2c(NC(=O)C3CCC3)c(-c3ccccc3C)nc2c1
 : -9, 9, -11
CCC(C)n1c(COc2ccccc2C)n[nH]c1=S (stereo unspecified)
 : -2, 5, -8
CCNC(=O)[C@@H]1C[C@@H](N)CN1C(=O)Cc1ccc(OC)cc1OC
 : 4, -8, /
Cc1ccc(N2CC(C(=O)Nn3cnc4c(cnn4-c4ccccc4)c3=O)CC2=O)cc1 (stereo unspecified)
 : -10, 8, /
CCc1cccc(C)c1NC(=O)CN(Cc1cccs1)CC1CCCO1 (stereo unspecified)
 : -3, -1, -1
CCCCCCc1ccc(C(=O)N(CCOC)CC(=O)N(CCc2c[nH]c3ccccc23)Cc2ccc(C(F)(F)F)cc2)cc1
 : -2, 23, -5
Cn1cc(S(=O)(=O)Nc2ccccc2CCC(F)(F)F)cn1
 : -4, 3, /
C=CCn1c(C)c(C)n2c3c(=O)n(CCC(=O)OC)c(=O)n(C)c3nc12
 : -8, -9, /
CCc1c(C)nn(C(=O)C(C)Oc2ccc(C)c(C)c2)c1C (stereo unspecified)
 : -2, -2, /
CC1(C)[C@H]2CC=C(CN3CCC4(CC3)C(=O)N(Cc3ccccn3)C(=O)N4CCc3ccccc3)[C@@H]1C2
 : -1, 11, -15
CC1(C)O[C@@H]2CC3C4CCC5=CC(=O)CCC5(C)C4(F)C(O)CC3(C)[C@]2(C(=O)CCl)O1 (stereo partly specified)
 : -3, -4, /
Cc1ccc(C)c2[nH]c(=O)c(CCNC(=O)C(C)C)cc12
 : -11, 7, -9
C=CCCC(O)CN(Cc1c(C)nn(-c2ccccc2)c1Oc1ccc(F)cc1F)CC1CCCO1 (stereo unspecified)
 : -6, 5, -4
Cn1cc(CCn2ccc3c(cnc4ncnn43)c2=O)c2ccccc21
 : 0, -1, /

An excerpt from above with just hcGAS inh and mcGAS lum:
SMILES | hcGAS inh | mcGAS lum
COc1ccccc1-n1cc(C(=O)N(C)Cc2nncn2C(C)C)cn1 | -3 | -19
COc1nc2c(cc1C(=O)N1CCc3c(nc(N(C)C)[nH]c3=O)C1)CCC2 | -2 | -17

Additional structures follow.
Each structure is followed by: hcGAS inh, NPYLR7 agonist, mcGAS lum
Cc1ccc2c(c1)c1ncn(Cc3ccccc3)c(=O)c1n2CC(=O)Nc1ccc2c(c1)OCO2
 : -7, 0, -9
Cc1nnc(NC(=O)Cn2nc(C)c([N+](=O)[O-])c2C)nc1C
 : -10, -4, -7
COc1cc(OC)c(OC)cc1C=C(C#N)S(=O)(=O)c1cc(Cl)ccc1Cl
 : -8, 2, /
CC1CCN(C(=O)C(C)Sc2n[nH]c(-c3ccccn3)n2)CC1 (stereo unspecified)
 : -8, -14, /
COc1cc(CN2CCC(C(=O)NC(c3ccccc3)c3ccsc3)CC2)cc(OC)c1 (stereo unspecified)
 : -3, 26, -2
O=C1Nc2ccccc2/C1=C/c1cc(Br)ccc1O
 : 0, 4, 0
CN(Cc1nc(Cc2cccc(C(F)(F)F)c2)no1)Cc1n[nH]c2c1CCCCC2
 : -9, 0, -9
COc1cc2nc(-c3ccc(CN)cc3)cc(C)c2cc1OC
 : -1, 6, /
CN1C(=O)c2cccc3c(S(=O)(=O)NCCCO)ccc1c23
 : -6, -7, /
COCCCN(CC(=O)N(CCc1ccc(OC)c(OC)c1)Cc1ccc(C)o1)C(=O)CCc1ccccc1
 : -5, 25, -4
O=C(OCc1nc(C(=O)NCc2cccnc2)cs1)c1ccccc1
 : 0, 6, -1
CSc1cccc(CNC(=O)c2cc(COc3c(F)cccc3F)on2)c1
 : -5, 3, /
C=C(C)C(C)(C)C(=O)NCC1CCN(Cc2cnc(C)nc2)CC1
 : -7, 28, /
CC(C)(O)C#Cc1ccc(C(=O)N2CCC(CCC(=O)NC3CC3)CC2)cc1
 : -8, 9, /
CCc1nc(C)nc(N2CCN(C(=O)c3cccs3)CC2)c1Cc1c(F)cccc1Cl
 : -1, 1, -5
CN=c1scc(-c2c[nH]c3ccccc23)n1C
 : -5, 16, -2
COCc1nc(N(C)Cc2cnn(-c3ccc(F)cc3)c2)c2cnn(C)c2n1
 : -2, 16, /
CC(NC(=O)C(C)(C)c1ccccc1)c1cccs1 (stereo unspecified)
 : -5, -4, /
Cc1ccc(C=CC(=O)O)s1
 : -6, -5, /
CCN1/C(=C/C(C)=O)Sc2ccc(OC)cc21
 : -10, 2, -6

Pulled one by one from above, 4 records:
Each structure is followed by: hcGAS inh, NPYLR7 agonist, mcGAS lum
CC1CN(c2cc(Cl)nc(SCC(=O)N3CCC4(CC3)OCCO4)n2)CCN1C(=O)c1cccc(F)c1 (stereo unspecified)
 : -3, -3, -6
COc1ccc(-c2cnc3ncnn3c2N2CCCN(C(=O)NCCc3ccccc3)CC2)cc1
 : -1, 12, -6
CN=c1scc(-c2c[nH]c3ccccc23)n1C
 : -5, 16, -2
Cc1nnc(NC(=O)Cn2nc(C)c([N+](=O)[O-])c2C)nc1C
 : -10, -4, -7

New compounds follow.
| Compound | hcGAS inh | NPYLR7 agonist | mcGAS lum |
| --- | --- | --- | --- |
| CCOCCOC1CCCN(C(=O)Nc2cccc(Cl)c2)C1 (stereo unspecified) | 1 | -6 | -3 |
| COc1cc(C(=O)NNc2nc(-c3ccccc3)c3cc(Cl)ccc3n2)cc(OC)c1OC | 2 | -5 | -2 |
| Cc1cc(S(=O)(=O)NC(C)(C)C)ccc1F | -4 | -1 | / |
| COc1cc(Cl)c(S(=O)(=O)N2CCN(C)CC2)cc1Cl | -5 | 1 | / |
| Cn1ncc2c(NCC(O)c3cccnc3)nc(C(C)(C)C)nc21 (stereo unspecified) | -3 | 2 | -8 |
| CC(=O)Oc1ccc(CN2C(=O)C(C)(C)ON=C2c2ccc(C)cc2)cc1 | 5 | 2 | / |
| c1cc[n+](CCCCC[n+]2ccccc2)cc1 | -1 | -2 | / |
| Cc1ccc2nc(COC(=O)CN3C(=O)NC4(CCCC4)C3=O)cc(=O)n2c1 | -12 | 0 | / |
| CCc1nnc(NC(=O)CSc2nc(-c3ccccc3C)nc3c2c(=O)n(C)c(=O)n3C)s1 | -10 | -3 | -9 |
| COc1ccccc1CN1CCn2nc(C(=O)N3CCN(C(=O)c4ccco4)CC3)cc2C1=O | 3 | 12 | -3 |
| CC(=O)Cn1c2[n+](c3c(F)c(F)ccc31)CCCCC2 | -9 | 2 | / |
| NC(N)=NN=CC(Br)=Cc1ccccc1 | -3 | -1 | -3 |
| O=C(CSc1nnc(CNC(=O)c2cccc3ccccc23)n1-c1ccc(Br)cc1)Nc1ccccc1F | -1 | -3 | / |
| O[C@@H]1C[C@H]2CN(Cc3ccc4c(c3)Cc3ccccc3-4)C[C@H]2C[C@@H]1O | -7 | 15 | / |
| c1ccc(CN(Cc2cccn2-c2ncccn2)CC2CCCO2)nc1 (stereo unspecified) | 3 | 7 | / |
| O=[N+]([O-])c1ccc(N2CCN(CCc3ccccc3)CC2)nc1 | -6 | 4 | -8 |
| COc1cc(CN(C)CC(=O)Nc2cc(C(C)C)no2)ccc1SC | -8 | 15 | -14 |
| Fc1cccc(-c2nc3c(NCc4ccccc4)nccc3[nH]2)c1 | -6 | -3 | -8 |
| O=C(Cc1ccccc1)NCCSc1ncc(-c2ccc(F)cc2)[nH]1 | -4 | 1 | -7 |
| NC(=O)CSc1cn(CC(=O)N2CCCCC2)c2ccccc12 | 0 | -4 | -1 |
| COc1ccc(NC(=O)Cc2csc(NC(=O)c3ccc[nH]c3=O)n2)cc1OC | -7 | 6 | -7 |
| CC(c1ccccc1)N(C)C(=O)Nc1cccnc1 (stereo unspecified) | -3 | 4 | / |
| CN(C(=O)c1ccccc1Nc1ccccc1)C1CCS(=O)(=O)C1 (stereo unspecified) | -8 | -25 | / |
| CCCOc1nn(CCC)cc1C(=O)Nc1ccc(S(N)(=O)=O)cc1 | -4 | 9 | -6 |
| O=C(NCCCCOc1ccc(F)cc1)c1ccc2n[nH]c(=O)n2c1 | -5 | 1 | / |
| Nc1ccccc1C1OC2CCCCC2c2sccc21 (stereo unspecified) | -5 | -4 | / |
| Cc1cc(OCC(=O)OCC(=O)c2cc(C)n(CC3COc4ccccc4O3)c2C)ccc1Cl (stereo unspecified) | -4 | -6 | -5 |
| Cc1cc(C)cc(Oc2coc3cc(OCC(O)Cn4cncn4)ccc3c2=O)c1 (stereo unspecified) | -6 | 5 | / |
| CCCCc1nc(C(N)=O)c2[nH]c(=O)n(-c3ccc(OCC)cc3)c2n1 | -7 | 12 | / |
| O=S(=O)(NC1CCCCC1)c1ccc2c(c1)OCCCO2 | -4 | -2 | -5 |
| Fc1cccc(CNC2COc3ccccc3C2)c1F (stereo unspecified) | -6 | 8 | / |
| COCCc1noc([C@@H]2CC(F)(F)CN2)n1 | -10 | / | -3 |
| O=C(CCN(c1nc(-c2cccs2)nc2ccccc12)C1CC1)NCCN1CCOCC1 | -5 | 3 | -5 |
